From PubChem BioAssay
Anesthetic bind = qHTS Assay for Identification of Novel General Anesthetics; Ferritin light chain (Equus caballus), P02791; apoferritin/1-aminoanthracene competitive binding, fluorescence; Potency, µM (highest dose often 77.5 µM), without a hit: top-dose activity change, negative = displacement, actives largely listed as inhibitors; actives 0.074% (n = 350,000); AID 485281, 2010; also: potency is read from the fitted curve at half-maximal effect; % is scaled to controls: 0 for no effect and ±100 for the full control effect; nearly all actives have a fitted effect of over 20% in size
Target sequence (P02791 2-175 limits assumed): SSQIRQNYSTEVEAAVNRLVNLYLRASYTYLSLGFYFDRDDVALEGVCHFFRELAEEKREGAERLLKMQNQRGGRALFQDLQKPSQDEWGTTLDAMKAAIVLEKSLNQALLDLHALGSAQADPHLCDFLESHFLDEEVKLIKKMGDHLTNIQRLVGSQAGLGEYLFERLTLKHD
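In PBS, apoferritin at 10 uM is loaded with 1-AMA from a 50% saturated solution. After 10 min of compound exposure at ambient temperature, reduced 535 nm fluorescence indicates probe displacement.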
D1 potentiator = Potentiators of Human D1 Dopamine Receptor: qHTS | D(1A) dopamine receptor (Homo sapiens), P21728 | HEK293 TREx D1 cells, calcium flux, dopamine EC20 potentiation | potentiation, % at 10 µM | actives 0.036% (n = 360,000) | AID 504651, 2011; in the data active = potentiation above about 30%; also: 0% is about no effect
D2 potentiator = HTS Assay for Positive Allosteric Modulators of the Human D2 Dopamine Receptor: Primary Screen for Potentiators; D(2) dopamine receptor (Homo sapiens), P14416; HEK293 T-REx D2, calcium flux, EC20 dopamine potentiation; potentiation, % at 10 µM; actives 0.34% (n = 340,000); AID 485347, 2010;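 active = potentiation over 3 SD above the plate norm, cut at about 30% in these data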; also: 0% is about no effect
Target sequence (P14416 whole entry, looked up): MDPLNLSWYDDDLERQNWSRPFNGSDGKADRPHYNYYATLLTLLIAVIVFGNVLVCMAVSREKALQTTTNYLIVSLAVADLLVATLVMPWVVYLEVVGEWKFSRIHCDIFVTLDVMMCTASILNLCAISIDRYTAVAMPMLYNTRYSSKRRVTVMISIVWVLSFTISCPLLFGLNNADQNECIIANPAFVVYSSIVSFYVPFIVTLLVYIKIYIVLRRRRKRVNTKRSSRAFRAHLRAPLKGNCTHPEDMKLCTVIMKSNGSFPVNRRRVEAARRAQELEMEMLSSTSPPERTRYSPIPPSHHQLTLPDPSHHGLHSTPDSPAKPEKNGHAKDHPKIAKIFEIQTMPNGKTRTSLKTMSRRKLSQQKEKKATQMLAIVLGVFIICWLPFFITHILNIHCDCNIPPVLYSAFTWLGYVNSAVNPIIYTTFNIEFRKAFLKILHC
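Potentiation of an EC20 dopamine calcium response measured kinetically over 180 s, after a preceding 180 s compound-only read flagging agonists. Cells: inducible Hek293 Trex D2 line, 4000/well, cultured overnight at 30 C before dye loading.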
TRHR agonist = qHTS for Small Molecule Agonists and Allosteric Enhancers of Human TRH Receptor: Primary Screen for Agonists; activation, % at 2 µM; actives 0.18% (n = 360,000); TRHR cells, calcium flux fluo-8, FDSS agonist mode; in the data active = activation above about 30%; also: 0% is about no effect
Target sequence (P34981 whole entry, looked up): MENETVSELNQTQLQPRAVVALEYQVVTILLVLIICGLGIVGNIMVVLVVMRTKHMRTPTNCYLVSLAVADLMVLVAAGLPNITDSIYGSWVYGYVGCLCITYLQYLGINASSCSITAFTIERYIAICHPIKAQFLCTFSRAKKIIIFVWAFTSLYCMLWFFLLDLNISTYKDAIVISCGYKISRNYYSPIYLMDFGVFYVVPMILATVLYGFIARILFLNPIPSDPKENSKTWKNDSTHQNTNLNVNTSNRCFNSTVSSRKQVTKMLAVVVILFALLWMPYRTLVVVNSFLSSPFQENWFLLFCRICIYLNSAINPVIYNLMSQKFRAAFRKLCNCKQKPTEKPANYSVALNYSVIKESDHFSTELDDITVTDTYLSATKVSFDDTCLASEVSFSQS
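TRHR-expressing cells loaded with fluo-8 calcium dye; 23 nL library compound pin-transferred, kinetic FDSS fluorescence (Ex 480/Em 530) recorded about 180 s for agonist-induced calcium release, before a 10 nM TRH EC20 addition for potentiator mode.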
TRHR PAM = qHTS for Small Molecule Agonists and Allosteric Enhancers of Human TRH Receptor: Primary Screen for Enhancers. Thyrotropin-releasing hormone receptor (Homo sapiens), P34981. TRHR cells, fluo-8 calcium fluorescence, EC20 TRH enhancement. enhancement, % at 2 µM. actives 0.66% (n = 360,000). AID 493056, 2011; in the data active = enhancement above about 30%; also: 0% is about no effect
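Enhancer read-out: after compound pinning and an initial kinetic agonist-mode read, an EC20 of TRH (10 nM final) was injected and fluo-8 calcium signal (Ex 480/Em 530) followed at 1 s/cycle for 100 cycles in TRHR-expressing cells.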
RXFP1 antagonist = qHTS Assay for Antagonists of the Relaxin Receptor RXFP1 | activity change, negative = inhibition, % at 57.5 µM | actives 0.59% (n = 350,000) | HEK293-RXFP1, relaxin-stimulated cAMP HTRF, 30 min; stronger effect = lower value | Relaxin receptor 1 (Homo sapiens), Q9HBX9;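 active = activity change of -60% or lower, but not beyond a set lower limit; inconclusive = change between -60% and -40%, or beyond the set limit; inactive = change above -40%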; also: % is scaled to controls: 0 for no effect and ±100 for the full control effect
RXFP1 agonist = qHTS Assay for Agonists of the Relaxin Receptor RXFP1; Potency, µM (top dose mostly 57.5 µM), without a hit: at the highest dose activation, hits mostly activators; actives 0.3% (n = 370,000); AID 2676, 2010; Relaxin receptor 1 (Homo sapiens), Q9HBX9; HEK293T-RXFP1 cAMP TR-FRET, 30 min; response scale: percent of porcine relaxin response, buffer zero; also: potency is read from the fitted curve at half-maximal effect; % is scaled to controls: 0 for no effect and ±100 for the full control effect; nearly all actives have a fitted effect of over 60% in size; many of its hits are not listed in these tables
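HEK293T cells stably expressing RXFP1 were pretreated with the PDE4 inhibitor Ro 20174, exposed to compounds for 30 min at 37C, lysed, and cAMP was read by TR-FRET. Data normalized to buffer (basal) and 29 nM porcine relaxin (100%).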
D1 agonist = Allosteric Agonists of the Human D1 Dopamine Receptor: qHTS | D(1A) dopamine receptor (Homo sapiens), P21728 | HEK293 T-REx D1 cells, calcium flux, agonist mode | activation, % at 2 µM | actives 1% (n = 360,000) | AID 504660, 2011; in the data active = activation above about 30%; also: 0% is about no effect
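Inducible HEK293 T-REx D1 cells, force-coupled to calcium signalling, were plated at 4000 cells/well with tetracycline and held overnight at 30 C. After no-wash calcium dye loading, compound-evoked calcium rise over 180 s flagged agonists.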
D1 antagonist = Antagonist of Human D 1 Dopamine Receptor: qHTS; HEK293 TREx D1 cells, calcium flux, dopamine EC80; stronger effect = lower value; D(1A) dopamine receptor (Homo sapiens), P21728; actives 3.2% (n = 360,000); activity change, negative = inhibition, % at 10 µM; in the data active = activity change below about -30%; also: % is scaled to controls: 0 for no effect and ±100 for the full control effect
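Tetracycline-induced HEK293 Trex D1 cells, force-coupled to calcium, dye-loaded; compounds added and read 180 s, then EC80 dopamine added and calcium flux tracked kinetically another 180 s.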
An asterisk follows results filed as active; ? = inconclusive; . = no result given; & = joins results of further samples; [ ] = remark or other dose. Unless noted, calls follow the shape of the dose curve; as a rule, active = well fitted curve in the direction sought with a large enough effect; inconclusive = small, poorly fitted or top-dose-only effect, or another doubt; inactive = no such curve, though single readings can be large; an effect the other way counts as inactive or inconclusive. A portion of the library; count on the stated rates, not on these rows.

SMILES	Anesthetic bind	D1 potentiator	D2 potentiator	TRHR agonist	TRHR PAM	RXFP1 antagonist	RXFP1 agonist	D1 agonist	D1 antagonist
O=C(Nc1nc2ccc(S(=O)(=O)N3CCCC3)cc2s1)C1CCCO1 (centres undefined)	-6%	-4	-7	0.3	-5	5	0.5%	3	-41*
O=C(CSCc1ccccc1Cl)NN1C(=O)c2ccccc2C1=O	?	5	-3	0.7	-1	-2	0.0%	5	-4
COc1ccc(C(=O)/C=C/C(=O)N(Cc2ccc3c(c2)OCO3)C(C(=O)NC2CCCCC2)c2ccncc2)c(O)c1 (centres undefined)	-21%	-5	8	0.9	-3	-5	4.4%	2	-12
Cc1ccccc1S(=O)(=O)c1c(C)cc(C)n(C(C)C)c1=O	-17%	-2	2	-0.5	0	-11	-0.4%	1	11
CCOC(=O)c1nc(Nc2ccc(N3CCC(C)CC3)cc2)c2ccccc2n1	?	10	-7	-2.6	11	.	0.1%	2	5
CCCCn1c(N)c(N(C)C(=O)c2ccccc2Oc2ccccc2)c(=O)[nH]c1=O	.	0	-6	0.7	3	1	-0.3%	1	-4
CCCN1CCN(c2ncnc3sc(C(=O)Nc4c(C)cc(C)cc4C)c(C)c23)CC1	-5%	1	2	0.1	-1	.	2.9%	0	-1
CCCCN(C)C(=O)C1CCN(Cc2cccnc2)CC1	3%	-18	6	-0.5	-1	-21	-1.8%	1	10
Cc1ccc(CN2CCN(CCC(C)C)C(CCO)C2)s1 (centres undefined)	-8%	1	-25	0.1	3	22	0.4%	0	-9
CCOCCCNC(=O)CN1C(=O)CSc2ccc(S(=O)(=O)N3CCOCC3)cc21	-12%	-5	8	-0.1	0	-3	-0.9%	2	6
CCOC(=O)c1sc2nc(C)cc(C)c2c1NC(=O)c1ccco1	-9%	4	-2	-0.3	2	-8	2.7%	5	9
O=C(NCC(c1ccco1)N1CCCCC1)c1ccc(OCc2ccccc2)cc1 (centres undefined)	?	-5	-7	-1.1	3	-20	-0.9%	4	-27
Cc1ccc2c(=O)cc(C(=O)Nc3sc4c(c3C(=O)NCc3ccco3)CCC4)oc2c1	-3%	2	-1	-0.7	0	-6	0.6%	0	-12
O=S(=O)(Nc1ccc(N2CCOCC2)cc1)c1ccc(F)cc1F	?	1	16	0.1	-4	-5	-1.5%	1	-9
CCCC1Oc2ccccc2C(=O)N(CC(=O)c2ccc3c(c2)OCCO3)C1=O (centres undefined)	7%	-3	-1	-0.1	-14	-21	-2.1%	2	11
CNC(=S)Nc1ccc([N+](=O)[O-])cc1C	-8%	-4	4	-0.9	6	16	2.0%	2	5
NC(=O)C1(N2CCCCC2)CCN(C(=O)CCCn2c(=O)[nH]c3ccsc3c2=O)CC1	-3%	-4	7	-0.4	1	-3	1.1%	1	10
COc1ccc(CNC(=O)CCN2C(=O)c3ccccc3C2=O)cc1OC	-6%	4	8	0.6	3	10	2.3%	2	-11
Clc1cccc(CN2COc3c(cc(Cl)c4cccnc34)C2)c1	-5%	4	5	0.2	-1	.	1.6%	2	3
CC(C)(C)c1ccc(S(=O)(=O)N2CCN(C(=O)C3=COCCO3)CC2)cc1	.	-4	11	0.1	4	-6	0.1%	5	-3
CCCCC(=O)NC1(C(F)(F)F)C(=O)Nc2c1c(=O)n(C)c(=O)n2C (centres undefined)	-6%	-5	-4	0.3	0	-15	-0.3%	1	9
CCS(=O)(=O)N1CCC(C(=O)NCCCN2CCCC2)CC1	-4%	-8	4	0.9	-10	0	2.3%	1	32
Cc1cc(NS(=O)(=O)c2ccc(NC(=S)NC(=O)c3ccc(F)cc3)cc2)no1	-1%	-6	-6	0.0	-3	1	-0.2%	1	-4
CS(=O)(=O)NCCCCNc1ccc(C(F)(F)F)cc1[N+](=O)[O-]	?	-2	8	0.5	-5	13	1.6%	20	-22
N#Cc1ccsc1NC(=O)COC(=O)c1cc2ccccc2cc1O	-9%	-5	-4	-0.1	-5	1	0.3%	8	4

(list continues)
SMILES	Anesthetic bind	D1 potentiator	D2 potentiator	TRHR agonist	TRHR PAM	RXFP1 antagonist	RXFP1 agonist	D1 agonist	D1 antagonist
Cc1cc(-c2ccccc2)c2nncn2n1	5%	3	-6	-0.6	1	6	-1.7%	1	14
COc1ccc(NC(=O)COc2coc(CN3CCN(c4ccccc4)CC3)cc2=O)cc1	.	8	-18	1.0	-4	-14	-0.4%	2	2
COc1ccc(CC(=O)NC(C)c2ccc(S(N)(=O)=O)cc2)cc1S(=O)(=O)N1CCOCC1 (centres undefined)	-3%	-6	-2	11	-7	-2	-0.1%	1	0
Cc1ccc(C(=O)Nc2ccc(C(=O)N/N=C/c3ccncc3)cc2)cc1	2%	1	0	-0.3	-1	.	0.1%	1	-28
CN(C(=O)CSc1ccccc1C(=O)O)C1CCCCC1	-22%	-2	-2	0.6	8	-18	-0.4%	1	3
CCOc1ccc(NC(=S)NCCCN2CCN(c3ccc(OC)cc3)CC2)cc1	-6%	-10	-19	-0.7	-16	6	-0.7%	4	0
CC(C)C1=CC(=NS(=O)(=O)c2cccc([N+](=O)[O-])c2)C=C(C(C)C)C1=O	-12%	-5	3	0.2	-1	-3	3.3%	1	-3
Cc1ccc2[nH]c3c(=O)n(CC(=O)N4CCN(c5cccc(C(F)(F)F)c5)CC4)ncc3c2c1	-11%	0	2	0.6	20	-1	1.3%	1	2
CCOC(=O)C1=C(C)N(CC)C(=S)NC1c1ccc(Cl)cc1 (centres undefined)	5%	-3	-8	-0.6	-1	?	0.6%	1	1
Cc1cc(=O)n2nc(N3CCCC(C(=O)NC4CCCCC4C)C3)sc2n1 (centres undefined)	-8%	-4	1	-0.1	1	-8	8.0%	2	31
CC(=O)N(Cc1cccnc1)c1nc2ccc(F)cc2s1	-2%	2	8	0.0	-3	-1	-0.5%	0	.
CC(=O)N1c2ccc(S(=O)(=O)N3CCCC3)cc2CC1C(=O)NCc1ccccc1F (centres undefined)	-9%	7	7	-0.7	-3	3	1.1%	4	4
Cn1cnc(S(=O)(=O)N2CCN(c3cccc(Cl)c3)CC2)c1	8%	1	.	0.3	9	27	-0.5%	-2	-8
CCN(c1cccc(C)c1)S(=O)(=O)c1ccc(-n2cccn2)cc1	8%&-11%	-14&-4	3&-1	-0.3&0.9	-19&-2	-20	1.7%&0.1%	5&13	-1&-12
Cc1nn(-c2ccccc2)c(C)c1NC(=O)COc1ccc(Cl)cc1Cl	-2%	-4	6	0.6	-1	-15	-0.5%	7	1
CC(=O)OCC1=C(C(=O)O)N2C(=O)C(NC(=O)c3ccc(COc4ccc(Cl)cc4)o3)C2SC1 (centres undefined)	-11%	1	.	-0.6	-7	-2	1.9%	0	-8
O=C(Cn1nnc(-c2ccccc2Cl)n1)Nc1ccc(Br)cc1	53%[activator]	-2	-3	0.8	10	-16	-0.1%	6	-6
COc1ccc(-c2nc(CN3CCN(c4ncccn4)CC3)c(C)o2)cc1C	-5%	-3	3	-0.1	-2	-9	-0.1%	0	17
CCOC(=O)CSc1ccc(S(=O)(=O)N(C)C2CCCCC2)cc1[N+](=O)[O-]	?	-6	3	0.0	-1	-8	3.4%	5	-26
CC1(C)CC(=O)C(C(O)c2ccccc2)C(C)(C)N1 (centres undefined)	-7%	4	-1	0.6	1	-4	0.0%	2	-1
CC(NCC(=O)Nc1ccccc1C(=O)NC1CC1)c1ccc(S(C)(=O)=O)cc1 (centres undefined)	.	.	5	0.5	-1	10	0.1%	5	-5
Cc1ccc(S(=O)(=O)N(CC(=O)c2ccc(Cl)cc2)C(=O)N2CCN(C)CC2)cc1	.	-1	-1	0.4	-3	3	1.3%	7	-12
O=C(O)CC1COc2ccccc2N1S(=O)(=O)c1ccc(Br)cc1 (centres undefined)	6%	-1	-3	-0.4	-5	0	-0.8%	0	2
CCOc1ccc(OCC)c(S(=O)(=O)N2CCCCC2C)c1 (centres undefined)	-16%	-3	8	-0.7	0	23	2.3%	-1	11
CCn1c(CCNC(=O)c2cccs2)nnc1SCC(=O)NC1CCCCC1	-2%	8	.	-2.5	2	28	1.7%	1	-11

Continued.
SMILES	Anesthetic bind	D1 potentiator	D2 potentiator	TRHR agonist	TRHR PAM	RXFP1 antagonist	RXFP1 agonist	D1 agonist	D1 antagonist
Cc1ccc2ncc(C(=O)Nc3cccc(C(F)(F)F)c3)c(=O)n2c1	1%	-3	-4	0.2	3	-5	11%	1	13
CCc1ccc(CN2C(=O)CCC2(C)C(=O)NC2CCCC2)cc1 (centres undefined)	-6%	2	-3	0.4	3	7	2.8%	2	13
O=C(CSc1ncnc2c1oc1ccccc12)N1CCCc2ccccc21	-5%	-1	5	-0.7	-12	-11	27%	7	-17
COc1cc(OC)cc(C(=O)NNC(=O)c2cc3c(s2)CCCC3)c1	-4%	-4	10	1.0	4	-4	14%	2	13
CC1(C(=O)OCC(=O)Nc2ccc3ccccc3c2)CC1(Cl)Cl (centres undefined)	-16%	3	-1	0.8	-3	-26	2.6%	4	-29
CN1CCc2c(sc3c2C(=O)NC(c2ccc(-c4ccc(Cl)cc4)o2)N3)C1 (centres undefined)	0%	-3	-15	3.3	-4	-26	2.4%	8	9
CCOC(=O)c1c(NC(C)=O)sc2c1CCC(C=O)=C2Sc1ccccc1	?	-3	.	-0.4	2	-14	7.9%	1	12
CC(C)N(Cc1nc(-c2ccc(Cl)cc2)no1)C(=O)CN(C)S(=O)(=O)c1ccc(Cl)cc1	-3%	-4	-6	1.2	-2	5	-0.1%	11	-15
CC(C)CNS(=O)(=O)c1ccccc1C(=O)N1CCCCC1	-7%	-4	3	0.3	6	-1	-4.2%	3	-19

Entries shown so far that have bromine, in the order listed:
SMILES	Anesthetic bind	D1 potentiator	D2 potentiator	TRHR agonist	TRHR PAM	RXFP1 antagonist	RXFP1 agonist	D1 agonist	D1 antagonist
O=C(Cn1nnc(-c2ccccc2Cl)n1)Nc1ccc(Br)cc1	53%[activator]	-2	-3	0.8	10	-16	-0.1%	6	-6
O=C(O)CC1COc2ccccc2N1S(=O)(=O)c1ccc(Br)cc1 (centres undefined)	6%	-1	-3	-0.4	-5	0	-0.8%	0	2
